Assay outcomes as filed in PubChem BioAssay.
p53null 39C tox: p53 null cell cytotoxicity, nonpermissive temperature. actives 0.97% (n = 55,000). Potency, µM (series often up to 46.1 µM), for inactives: top-dose activity, negative = cell killing, most hits filed as cytotoxic. H1299 p53-null (neo) cells, 39C, ATPlite viability, 24 h;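 also: potency is read from the fitted curve at half-maximal effect; 0% = DMSO only and -100% = full killing by 100 µM tamoxifen; nearly all actives have a fitted effect of over 50% in size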
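H1299 lung cancer cells, p53-null (H1299-neo) or expressing p53 A138V (H1299-p53A138V), were plated overnight at 37C, then exposed to compounds at up to 46 uM for 24 hr at 39C. Viability was read by ATP-based luminescence.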
NTMT1 inhibitor: blocks human N-terminal methyltransferase 1 activity | Q9BV86 | actives 2.5% (n = 59,000) | Potency, µM (doses to about 114 µM), for inactives: at the highest dose activity change, negative = inhibition, usual class: inhibitors | NTMT1 MTase-Glo SAH luminescence, purified enzyme;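 also: potency is read from the fitted curve at half-maximal effect; plate controls were DMSO vehicle for no effect and no enzyme for full effect; nearly all actives have a fitted effect of over 65% in size; many of its hits are not listed in these tables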
FH mod: Identification of activators of human fumarate hydratase by quantitative high-throughput screening; Fumarate hydratase, mitochondrial (Homo sapiens), P07954; FH coupled MDH/diaphorase resazurin fluorescence, 15 min; Potency, µM (top dose mostly 79.9 µM), for the others: at the top dose activity change, negative = inhibition, actives largely listed as inhibitors; actives 0.22% (n = 54,000); also: potency is read from the fitted curve at half-maximal effect; % is scaled to controls: 0 for no effect and ±100 for the full control effect; the screen sought activators but most active calls are inhibition curves; nearly all actives have a fitted effect of over 45% in size
Target sequence (P07954 whole entry, looked up): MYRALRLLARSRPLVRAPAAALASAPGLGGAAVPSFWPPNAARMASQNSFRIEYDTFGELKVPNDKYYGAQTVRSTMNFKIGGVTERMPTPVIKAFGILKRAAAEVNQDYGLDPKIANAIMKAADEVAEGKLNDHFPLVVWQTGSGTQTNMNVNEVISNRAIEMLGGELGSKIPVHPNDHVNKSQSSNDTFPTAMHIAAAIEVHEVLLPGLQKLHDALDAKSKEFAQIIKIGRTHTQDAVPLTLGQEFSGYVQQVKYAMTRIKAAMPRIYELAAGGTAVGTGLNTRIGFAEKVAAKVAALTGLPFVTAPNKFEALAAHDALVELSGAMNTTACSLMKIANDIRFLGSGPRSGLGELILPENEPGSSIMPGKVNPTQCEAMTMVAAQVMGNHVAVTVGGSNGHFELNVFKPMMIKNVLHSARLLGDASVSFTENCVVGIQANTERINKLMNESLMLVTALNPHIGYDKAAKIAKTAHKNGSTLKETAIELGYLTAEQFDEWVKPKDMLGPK
PTAP-TSG101 blk: TSG101-PTAP interaction inhibition, HIV-1 budding; Q99816; Fluorescence polarization, FITC-PTAP peptide/Tsg101, 20 min; Potency, µM (titrated, usually from 115 µM), without a hit: at the highest dose activity change, negative = inhibition, usual class: inhibitors; 44,000 tested, under 10 active; AID 1347069; also: potency is read from the fitted curve at half-maximal effect; 0% is about no effect
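FITC-labeled PTAP peptide (50 nM final) binding to Tsg101 binding domain (10 uM final) read by fluorescence polarization after 20 min at r.t. in HEPES pH 7.5 buffer. Actives by CRC class, <25 µM.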
GALK inh: GALK (human) enzyme inhibition; 44,000 tested, under 10 active; AID 1347072; Potency, µM (doses to about 57.5 µM), inactives show top-dose activity, negative = inhibition, usual class: inhibitors; P51570; recombinant GALK, Kinase-Glo ATP luminescence, 1 h;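 also: plate controls were full GALK reaction for no effect and reaction lacking GALK for full effect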
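Compounds were pinned into ATP buffer, then GALK-galactose mix was added (final 5 nM enzyme, 35 uM ATP, 100 uM galactose, pH 8.0). After 1 h at room temperature, Kinase-Glo Plus was added and luminescence read.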
p53null 32C tox: p53 null cell cytotoxicity, permissive temperature; actives 0.62% (n = 55,000); AID 903; H1299-neo p53 null cells, ATP luminescence, 24 h, 32C; Potency, µM (highest dose often 46.1 µM), for the others: at the top dose activity change, negative = cytotoxicity, usual class: cytotoxic;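 also: potency is read from the fitted curve at half-maximal effect; 0% = DMSO only and -100% = full killing by 100 µM tamoxifen; nearly all actives have a fitted effect of over 55% in size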
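ATP-content luminescence in p53-null H1299-neo cells after 24 h compound exposure (up to 46 uM) at 32C permissive temperature; 0% and 100% killing set by DMSO and 100 uM tamoxifen; Hill-equation AC50.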
B2AR arrestin ag: agonists recruiting beta-arrestin to human beta2-adrenergic receptor; P07550; HTLA Tango cells, beta-arrestin recruitment, luciferase luminescence, 18 h; Potency, µM (titrated, usually from 46.1 µM), for the others: top-dose activation, usual class: activators; 44,000 tested, under 10 active; AID 1347077;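 also: potency is read from the fitted curve at half-maximal effect; 0% = DMSO and full agonism = EC100 isoproterenol or metaproterenol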
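Tango cells expressing recombinant beta2-AR and beta-arrestin were treated with compounds (up to 46 microM titration) in DMEM with 1% FBS for 18 hr at 37 degrees C. Beta-arrestin recruitment drove tTA-dependent luciferase, read by luminescence; curves were fitted and classed.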
An asterisk follows results filed as active; ? = inconclusive; [ ] = another dose, or the depositor's remark. Calls follow the shape of the dose curve; as a rule, active = well fitted curve in the direction sought with a large enough effect; inconclusive = small, poorly fitted or top-dose-only effect, or another doubt; inactive = no such curve, though single readings can be large; an effect the other way counts as inactive or inconclusive. Only part of the results is shown; rates above refer to the full screens.

SMILES | p53null 39C tox | NTMT1 inhibitor | FH mod | PTAP-TSG101 blk | GALK inh | p53null 32C tox | B2AR arrestin ag
Cc1cccc(-n2c(CC3C(=O)Nc4ccc(C)cc43)nc3ccccc3c2=O)c1 (stereo not drawn) | -10% | -9% | -18% | -6% | 2% | 15% | 0%
COc1ccc(CCNC(=O)CCn2c(=O)c3ccccc3n(Cc3ccc(Cl)cc3)c2=O)cc1OC | ? | ? | -22% | 1% | 5% | ? | -2%
CC(C)(C)c1ccc(C(=O)Nc2ccc(Cl)cc2C(=O)c2ccccc2)cc1 | 11% | 13% | 8% | -2% | 1% | -4% | -1%
CSc1ccc(/C=C/c2nc3ccccc3c(=O)n2-c2cccc(Cl)c2C)cc1 | 23% | 0% | -15% | -3% | -7% | -7% | -1%
CCCC12CN3CC(C)(CN(C1)C3c1ccccn1)C2=O (stereo not drawn) | ? | 10% | 16% | -3% | 6% | -5% | -1%
O=c1c2ccccc2nc(/C=C/c2cccc3ccccc23)n1-c1ccc(Cl)cc1 | -10% | 10% | -16% | -4% | 0% | -11% | 3%
COc1cc(OC)cc(C(=O)Nc2nc(-c3nnn(-c4ccc(C)cc4)c3C)ns2)c1 | ? | -2% | 12% | -3% | -1% | ? | 1%
O=C(Nc1ccc(Br)cc1C(=O)c1ccccc1Cl)c1ccc(Br)cc1 | -13% | 9% | -28% | 0% | 2% | -9% | 0%
N#Cc1cc([N+](=O)[O-])ccc1NC(=O)c1cccn(Cc2cccc(F)c2)c1=O | 31%[activator] | 8% | 1% | -1% | 1% | -6% | -4%
COc1ccc(NC(=O)c2oc3ccc(S(=O)(=O)N(C)C4CCCCC4)cc3c2C)cc1 | 7% | 12% | -14% | -5% | -7% | -6% | -1%
CCOC(=O)c1ccc(NC(=O)Nc2cc3c(cc2N2CCCCC2)n(CC)c(=O)n3CC)cc1 | -12% | -1% | ? | -4% | 4% | 34%[activator] | -2%
CCc1ccc(-n2nc(C)c3c2NC(=O)CSC3c2ccc(OC)cc2OC)cc1 (stereo not drawn) | ? | 11% | -21% | -9% | 1% | -10% | -3%
CCC(C(=O)Nc1ccccc1F)N1C(=O)CN=C(c2ccccc2)c2ccccc21 (stereo not drawn) | 17% | 7% | -5% | -3% | 1% | 16% | 1%
Cc1ccc(NC(=O)CSc2nc(-c3ccco3)cc(C(F)(F)F)n2)c(C)c1 | ? | 0% | -1% | 0% | 6% | 23% | 0%

Some of the entries so far, tab-delimited.
SMILES	p53null 39C tox	NTMT1 inhibitor	FH mod	PTAP-TSG101 blk	GALK inh	p53null 32C tox	B2AR arrestin ag
CCOC(=O)c1ccc(NC(=O)Nc2cc3c(cc2N2CCCCC2)n(CC)c(=O)n3CC)cc1	-12%	-1%	?	-4%	4%	34%[activator]	-2%
CCc1ccc(-n2nc(C)c3c2NC(=O)CSC3c2ccc(OC)cc2OC)cc1 (stereo not drawn)	?	11%	-21%	-9%	1%	-10%	-3%
CCC(C(=O)Nc1ccccc1F)N1C(=O)CN=C(c2ccccc2)c2ccccc21 (stereo not drawn)	17%	7%	-5%	-3%	1%	16%	1%
Cc1ccc(NC(=O)CSc2nc(-c3ccco3)cc(C(F)(F)F)n2)c(C)c1	?	0%	-1%	0%	6%	23%	0%

One compound at a time, as listed above. Screens in order: p53null 39C tox	NTMT1 inhibitor	FH mod	PTAP-TSG101 blk	GALK inh	p53null 32C tox	B2AR arrestin ag
Entry for Cc1ccc(NC(=O)CSc2nc(-c3ccco3)cc(C(F)(F)F)n2)c(C)c1 = ?	0%	-1%	0%	6%	23%	0%
Entry for CCOC(=O)c1ccc(NC(=O)Nc2cc3c(cc2N2CCCCC2)n(CC)c(=O)n3CC)cc1 = -12%	-1%	?	-4%	4%	34%[activator]	-2%
Entry for CCc1ccc(-n2nc(C)c3c2NC(=O)CSC3c2ccc(OC)cc2OC)cc1 (stereo not drawn) = ?	11%	-21%	-9%	1%	-10%	-3%
